EPAC1 antag = qHTS for Antagonist of cAMP-regulated guanine nucleotide exchange factor 3 (EPAC1): primary screen; Rap guanine nucleotide exchange factor 3 (Homo sapiens), O95398; EPAC1 GEF assay, Rap1b-BODIPY-GDP exchange fluorescence; Potency, µM (top dose mostly 115 µM), without a hit: at the top dose activity change, negative = inhibition, hits mostly inhibitors; 360,000 compounds, 0.14% hits;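 further: potency means the concentration at half of the fitted maximal effect; plate controls were vehicle for no effect and positive control for full effect; nearly all actives have a fitted effect of over 50% in size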
WRN helicase inh = qHTS for Inhibitors of WRN Helicase. Bifunctional 3'-5' exonuclease/ATP-dependent helicase WRN (Homo sapiens), Q14191. WRN helicase unwinding, fluorescent forked duplex, kinetic. Potency, µM (top dose mostly 114 µM), for inactives: at the highest dose activity change, negative = inhibition, actives largely listed as inhibitors. 360,000 compounds, 0.46% hits; further: potency means the concentration at half of the fitted maximal effect; on the % scale 0 is the no-effect control and ±100 the full control effect; nearly all actives have a fitted effect of over 55% in size
Target sequence (Q14191 whole entry, looked up): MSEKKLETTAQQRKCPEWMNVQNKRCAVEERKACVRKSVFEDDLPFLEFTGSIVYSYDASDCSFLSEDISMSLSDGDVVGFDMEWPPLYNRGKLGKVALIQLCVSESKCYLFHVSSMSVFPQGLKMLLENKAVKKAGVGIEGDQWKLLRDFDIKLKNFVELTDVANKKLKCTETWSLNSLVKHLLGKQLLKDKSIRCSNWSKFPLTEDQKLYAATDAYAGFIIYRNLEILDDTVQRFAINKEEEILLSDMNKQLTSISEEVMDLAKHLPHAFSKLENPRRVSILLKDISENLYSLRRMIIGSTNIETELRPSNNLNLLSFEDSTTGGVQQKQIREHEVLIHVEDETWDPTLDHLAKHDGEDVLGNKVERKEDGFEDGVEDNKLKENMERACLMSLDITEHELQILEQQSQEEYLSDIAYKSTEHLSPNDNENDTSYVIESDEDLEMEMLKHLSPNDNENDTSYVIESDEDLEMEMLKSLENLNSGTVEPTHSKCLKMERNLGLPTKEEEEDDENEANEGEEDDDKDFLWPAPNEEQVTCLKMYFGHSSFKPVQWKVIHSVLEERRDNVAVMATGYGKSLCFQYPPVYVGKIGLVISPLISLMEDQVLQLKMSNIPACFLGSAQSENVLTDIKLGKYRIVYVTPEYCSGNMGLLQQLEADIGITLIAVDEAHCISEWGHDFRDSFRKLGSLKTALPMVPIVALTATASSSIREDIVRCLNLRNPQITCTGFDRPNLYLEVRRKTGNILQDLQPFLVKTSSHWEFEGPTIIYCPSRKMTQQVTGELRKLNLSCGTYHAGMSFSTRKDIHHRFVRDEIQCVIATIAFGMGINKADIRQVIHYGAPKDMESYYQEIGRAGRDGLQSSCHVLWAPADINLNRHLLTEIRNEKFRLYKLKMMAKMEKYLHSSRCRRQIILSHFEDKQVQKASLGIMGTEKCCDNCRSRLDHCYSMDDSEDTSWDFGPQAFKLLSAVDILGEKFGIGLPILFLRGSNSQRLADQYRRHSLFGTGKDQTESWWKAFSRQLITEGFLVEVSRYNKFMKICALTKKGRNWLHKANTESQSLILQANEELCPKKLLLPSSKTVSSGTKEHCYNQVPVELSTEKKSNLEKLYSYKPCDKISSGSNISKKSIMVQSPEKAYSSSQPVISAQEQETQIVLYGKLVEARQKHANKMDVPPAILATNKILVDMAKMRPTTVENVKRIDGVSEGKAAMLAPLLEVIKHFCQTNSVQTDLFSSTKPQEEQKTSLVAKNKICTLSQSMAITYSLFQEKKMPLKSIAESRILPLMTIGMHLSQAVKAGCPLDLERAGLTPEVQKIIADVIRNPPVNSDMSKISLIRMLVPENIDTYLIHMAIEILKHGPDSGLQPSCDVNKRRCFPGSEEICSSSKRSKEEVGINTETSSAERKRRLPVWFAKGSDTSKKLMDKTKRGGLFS
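Kinetic fluorescence helicase assay: unwinding of a quenched forked DNA duplex (100 nM final) with 2 mM ATP final raises red fluorescence (525/598 nm). Compounds sat 15 min at room temperature with 20 nM WRN beforehand.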
aSyn rescue = qHTS of alpha-syn Inhibitors; Yeast expressing alpha-synuclein, growth rescue, BacTiter-Glo, 24 h; Potency, µM (top dose mostly 46.1 µM), for inactives: at the highest dose growth rescue (activation), usual class: activators; 370,000 compounds, 0.14% hits; AID 652106, 2013; further: potency means the concentration at half of the fitted maximal effect; % of control where 0% means no effect; nearly all actives have a fitted effect of over 65% in size
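Galactose-induced alpha-syn yeast (OD600=0.02, raffinose-pregrown) + pinned cpd, 24 hr, 30 deg C; growth by BacTiter-Glo luminescence. Growth restoration scores as activation.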
PLK1 PBD inh = qHTS for Inhibitors of PLK1-PDB (polo-like kinase 1 - polo-box domain): Primary Screen; Plk1 PBD binding of FITC phosphopeptide, fluorescence polarization; Potency, µM, for the others: max response, negative = inhibition, most hits filed as inhibitors; 360,000 compounds, 2.8% hits; further: potency means the concentration at half of the fitted maximal effect; series mostly up to about 57 µM; on the % scale 0 is the no-effect control and ±100 the full control effect; nearly all actives have a fitted effect of over 65% in size
EPAC1 agonist = qHTS for Agonist of cAMP-regulated guanine nucleotide exchange factor 3 (EPAC1): primary screen; EPAC1 agonist qHTS, biochemical assay; response scale: 100% = response to 6.5 mM cAMP; 360,000 compounds, 0.073% hits; AID 720707, 2013; Potency, µM (top dose mostly 154 µM), inactives show top-dose activation, actives largely listed as activators; further: potency means the concentration at half of the fitted maximal effect; nearly all actives have a fitted effect of over 60% in size
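Normalized to 6.5 mM cAMP, activity reflects EPAC1-catalysed release of BODIPY-GDP from Rap1B, followed kinetically over 30 min at 480 nm excitation, 540 nm emission. Reaction contained 100 nM EPAC1, 250 nM Rap1B-BODIPY-GDP, 50 uM GDP.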
PI5P4Ka inh = qHTS for Inhibitors of phosphatidylinositol 5-phosphate 4-kinase (PI5P4K); PI5P4Kalpha enzyme, ADP-Glo luminescence, 60 min; stronger effect = lower value; 330,000 compounds, 1.2% hits; AID 652105, 2013; max response, %; Phosphatidylinositol 5-phosphate 4-kinase type-2 alpha (Homo sapiens), P48426; active means max response of -50% or lower; inconclusive means between -30% and -50%; inactive means -30% or higher; further: value at the top dose of about 77 µM; on the % scale 0 is the no-effect control and ±100 the full control effect
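Compounds were pin-transferred onto PI5P4Kalpha and substrate in HEPES pH 7.4 buffer with EGTA, CHAPS and 5% DMSO. ATP (5 microM final) started the reaction, which ran 60 minutes at room temperature before ADP-Glo detection.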
FUS yeast rescue = qHTS for Suppressors of FUS Proteinopathy: Primary screen using FUS-linked yeast assay; S. cerevisiae FUS-expressing, growth rescue, OD600, 24 h; Potency, µM (top dose mostly 76.6 µM), without a hit: top-dose growth rescue (activation), usual class: activators; 390,000 compounds, 0.24% hits; AID 1347120, 2019;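 further: potency means the concentration at half of the fitted maximal effect; plate controls were DMSO vehicle for no effect and reference control for full effect; nearly all actives have a fitted effect of over 55% in size; some results filed as inactive show a strong effect at the top dose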
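Restored growth of FUS-toxic S. cerevisiae, read as 600 nm absorbance after 24 h at 30C in galactose medium (starting OD 0.005). Controls CP55940 and DMSO.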
IL2 activator = qHTS of IL-2 Activators | 360,000 compounds, 0.065% hits | activation, % (series mostly up to about 46 µM) | IL-2 activation reporter assay, cell-based qHTS; stimulated with anti-CD3/CD4/CD28 beads; in transgenic mouse T cells | AID 652025, 2013; in the data active means activation above about 50%; inconclusive means mostly about 30% to 49%; further: 0% is about no effect
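Screening format: compound pinned onto unstimulated transgenic mouse T cells, 60 min incubation, then anti-CD3/anti-CD4/anti-CD28 bead stimulation for 18 hours at 37 degrees C, followed by EGFP and DsRed detection.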
Abeta rescue = qHTS for compounds that reverse cellular toxicity of Amyloid beta (A-beta) peptide in yeast: Primary Screen; yeast expressing A-beta42, growth rescue, OD600, 48 h; response scale: 0% DMSO, 100% iron-clioquinol control; Potency, µM (series often up to 46.1 µM), for the others: top-dose growth rescue, most hits filed as activators; 410,000 compounds, 0.063% hits; AID 1347071, 2019; further: potency means the concentration at half of the fitted maximal effect; nearly all actives have a fitted effect of over 55% in size
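Yeast growth medium received pinned compounds, then yeast cells expressing toxic A-beta were added; plates incubated at 30 C for 48 hr. Growth read as absorbance at 600 nm, normalized to DMSO and equimolar FeCl3 plus clioquinol controls.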
Active calls of the source: *; ? = inconclusive; nt = not tested or not shown; [ ] = remark or other dose. Unless noted, the call rests on the fitted dose curve; in most records, active means well fitted curve in the direction sought with a large enough effect; inconclusive means small, poorly fitted or top-dose-only effect, or another doubt; inactive means no such curve, though single readings can be large; an effect the other way counts as inactive or inconclusive.

structure,aSyn rescue,Abeta rescue,WRN helicase inh,EPAC1 antag,EPAC1 agonist,FUS yeast rescue,PLK1 PBD inh,IL2 activator,PI5P4Ka inh
Cc1cccc(N(C(=O)Cn2nnc3ccccc32)C(C(=O)NC(C)(C)C)c2ccsc2)c1C (stereo not drawn),0%,11%,-4%,-11%,11%,-4%,-8%,0.8,nt
COc1ccc(C(CC(=O)Nc2ccc(Cl)cc2F)NC(=O)C(F)(F)F)cc1 (stereo not drawn),-8%,10%,2%,8%,-5%,18%,1%,1.7,nt
CCOC(=O)C1CCN(CC(=O)Nc2c(C(=O)OC)[nH]c3cccc(Cl)c23)CC1,1%,-4%,-3%,-7%,-1%,-12%,-5%,-2.9,nt
CNC(=S)N1CCN(c2ccc([N+](=O)[O-])cc2)CC1,-3%,0%,2%,-13%,2%,nt,-17%,1.5,10
N#CNC(=Nc1ccccc1F)SCc1ccc(C(=O)O)cc1,-1%,-4%,5%,-2%,6%,4%,-6%,0.1,3
Cc1ccc(Cn2c(C3CCCN3c3nc(-c4ccc(F)cc4)cs3)nc3cc(C(=O)NCCCO)ccc32)cc1 (stereo not drawn),7%,-7%,6%,-6%,2%,?,-24%,-0.1,-3
Cc1cc(Cl)c2oc(C(=O)N3CCOCC3)c(C)c2c1,4%,-12%,-2%,-3%,11%,-28%,4%,0.8,-4
CCn1cc(CNCc2cn(C)nc2-c2ccc(C3CCCCC3)cc2)cn1,-12%,-16%,-15%,-12%,7%,19%,0%,-2.1,25
C=CCOc1ccc(/C=C/C(=O)OCC(=O)NCC2CCCCC2)cc1,-3%,-4%,-26%,-1%,7%,27%,-6%,-0.2,2
CCNC(=O)CN(c1ccc(F)cc1)S(=O)(=O)c1ccc2c(c1)OCCO2,1%,-3%,-9%,7%,0%,22%,-15%,-0.5,4
O=C(Cn1ncn2c(cc3ccccc32)c1=O)NCCCc1ccccc1,-1%,-17%,-8%,-2%,-6%,4%,-8%,-3.0,-10
CCOc1ccc(S(=O)(=O)NCCOC)cc1C,-4%,16%,9%,5%,-6%,-1%,-1%,-3.8,nt
CCOc1ccc(C(=O)CC(C(=O)O)N2CCCCC2)cc1 (stereo not drawn),1%[1.84 µM],0%,?,1%,4%,-16%,?,-0.9,1
Cc1c(C(=O)NCCN2C(=O)S/C(=C\c3cccnc3)C2=O)cccc1[N+](=O)[O-],-2%,nt,-7%,-5%,-2%,0%,-9%,0.7,-10
C/C=C/c1ccc(OCCCCn2cncn2)c(OC)c1,0%,-2%,0%,6%,-6%,?,-1%,-2.2,-7
CC(OC(=O)c1ccc2c(c1)OCO2)C(=O)NC1CCCCC1 (stereo not drawn),18%,3%,8%,9%,-16%,-7%,6%,-2.9,2
CC(C)C(NC(=S)Nc1ccccc1)C(=O)O (stereo not drawn),5%,-7%,9%,3%,-4%,-6%,-6%,-4.1,-4
CCOC(=O)N1CCN(C(=O)c2ccccc2NS(=O)(=O)c2ccc(C)cc2)CC1,7%,15%,-6%,15%,-9%,-1%,-1%,-1.5,-2
COc1ccc(-c2csc(NC(=O)CCNC(=O)c3ccco3)n2)cc1OC,0%,2%,-1%,-4%,4%,1%,-4%,0.7,5
CCc1ccccc1NC(=S)N(CCN1CCCCCC1)Cc1ccco1,6%,-9%,-28%,9%,6%,-3%,-13%,-1.8,-1

One compound at a time (already shown).
CNC(=S)N1CCN(c2ccc([N+](=O)[O-])cc2)CC1 is listed with aSyn rescue = -3%; Abeta rescue = 0%; WRN helicase inh = 2%; EPAC1 antag = -13%; EPAC1 agonist = 2%; FUS yeast rescue = nt; PLK1 PBD inh = -17%; IL2 activator = 1.5; PI5P4Ka inh = 10
CCOc1ccc(S(=O)(=O)NCCOC)cc1C is listed with aSyn rescue = -4%; Abeta rescue = 16%; WRN helicase inh = 9%; EPAC1 antag = 5%; EPAC1 agonist = -6%; FUS yeast rescue = -1%; PLK1 PBD inh = -1%; IL2 activator = -3.8; PI5P4Ka inh = nt

Other structures follow:
structure,aSyn rescue,Abeta rescue,WRN helicase inh,EPAC1 antag,EPAC1 agonist,FUS yeast rescue,PLK1 PBD inh,IL2 activator,PI5P4Ka inh
Cc1cc(OCc2cc(C(=O)N(C)C3CCOCC3)no2)cc(C)c1Cl,-2%,9%,-28%,-28%,-1%,nt,-11%,-3.9,-1
COc1ccc(CN(C(=O)CSc2nnc(-c3ccc(F)cc3)o2)c2ccc(F)cc2)cc1,-1%,-1%,-10%,-4%,4%,13%,-3%,?,nt
COc1ccc(NC(=O)CC2SC(N3CCOCC3)=NC2=O)cc1OC (stereo not drawn),-8%[1.84 µM],6%,-1%,-15%,4%,17%,3%,0.6,-3
O=C(CNc1cc([N+](=O)[O-])ccc1NCCO)Nc1cccc(S(=O)(=O)N2CCCCC2)c1,-4%,12%,-1%,-28%,-3%,12%,-12%,-0.5,-16
CCOc1ccc(-n2c(=O)c3sccc3n(CC(=O)NCC3CCCO3)c2=O)cc1 (stereo not drawn),6%,1%,-9%,-12%,9%,17%,-9%,0.5,2
CCCCC[C@@H](/C=C/C1C(=O)C=C[C@H]1C/C=C\CCCC(=O)O)OC(C)=O (stereo partly drawn),-1%,-12%,-4%[11.6 µM],-8%,-23%,41%,?,0.4,-6
Cc1onc2c(=O)n(-c3ccccc3)nc(-c3ccccc3)c12,-2%,-17%,-5%,-1%,9%,6%,0%,-2.0,-3
CC(=O)[C@@H]1[C@@H](C(=O)c2ccc(F)cc2)[C@]2(C(=O)Nc3ccccc32)[C@H]2C=Cc3cc(F)ccc3N12,6%,-9%,-31%,-24%,5%,?,-20%,-0.1,?
CCOc1ccc2[nH]c(=O)c(CN(Cc3ccccc3OC)C(=O)c3ccccc3)cc2c1,1%,-8%,-2%,-6%,10%,24%,2%,-0.4,nt
CN1CCCN(c2ncnc3scc(-c4ccc(F)cc4)c23)CC1,6%,4%,4%,-7%,-11%,-10%,-12%,0.1,1
COc1ccc(C2C3=C(CC(C)(C)CC3=O)Oc3ncn(Cc4ccccc4)c(=N)c32)cc1 (stereo not drawn),4%,-17%,-1%,0%,14%,18%,-1%,-0.9,nt
Cc1[nH]c2ccccc2c1SCCNC(=O)c1ccc(Br)o1,?,24%,-23%,-17%,23%,2%,5%,-1.3,nt
CN(C)c1ccnc(SCc2ccccc2Cl)c1C#N,-1%,-6%,-9%,-1%,21%,11%,-1%,-0.1,nt
COc1ccc(OC)c(NC(=O)COC(=O)CNC(=O)c2ccc(OC)c(OC)c2)c1,nt,0%,7%,-12%,-3%,-17%,-4%,0.3,-1
CC1CCN(S(=O)(=O)c2ccc(C(=O)Nc3nnc(-c4ccncc4)o3)cc2)CC1,18%,8%,-15%,-21%,-7%,?,-9%,-0.8,-7
Cc1sc2nc(CN3CCN(S(=O)(=O)c4cccc5nonc45)CC3)[nH]c(=O)c2c1C,4%,29%,-3%[57.1 µM],-13%,14%,-16%,1%,0.5,11
COc1ccc(NC(=O)CN2C(=O)C(C)Oc3ccc(C)cc32)cc1 (stereo not drawn),3%,7%,-21%,-6%,6%,24%,-6%,-0.1,-7
C#CCNC(=O)C1=C[C@@H](C2CC2)C[C@@H](OCCCCO)O1,7%,-1%,3%,-1%,-5%,-14%,-7%,0.8,0
Cc1cc2nnc(SC(C)C)n2c2ccccc12,4%,-21%,-7%,12%,4%,26%,2%,-0.4,-9
Cc1cccc(OCC(=O)Nc2ccc(C(=O)O)cc2NC(=O)COc2cccc(C)c2)c1,-2%,-12%,-32%,-24%,-7%,nt,-9%,-2.2,-10
Nc1c(C(=O)NCCc2ccccc2)sc2nc(N3CCOCC3)c3c(c12)CCCC3,-3%,-13%,-17%,-2%,-11%,?,-25%,-2.6,-8
O=C(C1CCN(S(=O)(=O)c2cccc3cccnc23)CC1)N1CCN(C2CCCCC2)CC1,-5%,-15%,3%,22%,10%,-8%,-12%,-1.6,5
O=C(CN1C2=NCCN2c2ccccc21)c1cccs1,3%,13%,-1%,5%,-3%,nt,10%,0.1,-8
C=CCn1c(SCC(=O)Nc2ccc(C(=O)O)cc2)nc2scc(-c3ccccc3)c2c1=O,-73%[inhibitor],-13%,-16%,6%,-5%,nt,-1%,-0.3,-92*
Fc1ccccc1NC(=S)NCCc1ccc(Cl)cc1,-9%,?,-2%,?,-5%,13%,-10%,-0.2,1
CCC(=O)Nc1cccc(NC(=S)NC(=O)c2ccc(Cl)cc2)c1,0%,4%,-1%,-10%,-7%,nt,5%,-1.6,-6
Cc1ccccc1OCC(O)CN1CCN(c2ccccn2)CC1 (stereo not drawn),5%,-3%,-29%[57.1 µM],-10%,1%,3%,-8%,0.6,-1
CCCCCCN1CCN(C2CN(Cc3cn(CCCC(=O)OC)nn3)S(=O)(=O)C2)CC1 (stereo not drawn),4%,-4%,-4%,-15%,9%,-19%,-9%,-0.4,2
Cc1sc2nc(SCC(=O)c3cccs3)n(Cc3ccco3)c(=O)c2c1C,-12%,?,-18%,18%,-1%,42%,-10%,-2.9,nt
O=C1OC(CN(Cc2ccccc2)Cc2ccccc2)CN1N=Cc1ccc([N+](=O)[O-])o1 (stereo not drawn),-2%,-11%,2%,-20%,-3%,18%,-18%,-0.6,2
COC(=O)C(NC(=O)c1ccccc1)c1ccccc1 (stereo not drawn),-1%,-1%,3%,-25%,0%,0%,-4%,-1.7,nt
